M1 PAM parental: M1 PAM counterscreen hit in parental CHO-K1 cells. ATP EC20, Fluo-8 calcium fluorescence; 0% at ATP EC20, 100% at ATP max. activation, % at 3 µM. hit rate 0.02% among 360,000. AID 602247;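 active = activation above the run cutoff, the mean activation of all test compounds plus 3 SD, cut at about 40% in these data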;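 also: peak over basal fluorescence ratio in a 140 s read after ATP addition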
TAAR1 antagonist: human TAAR1 antagonism; Q96RJ0; CHO RD-HGA16 TAAR1, Fluo-8 calcium fluorescence, antagonist; inhibition, % at 3 µM; hit rate 1.5% among 360,000;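 active = inhibition above a per-plate cutoff, the mean inhibition of test compounds on that plate plus 3 SD, cut at about 49% in these data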;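 also: 0% = DMSO plus EC80 beta-PEA response and 100% = DMSO alone without agonist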
Target sequence (Q96RJ0 whole entry, looked up): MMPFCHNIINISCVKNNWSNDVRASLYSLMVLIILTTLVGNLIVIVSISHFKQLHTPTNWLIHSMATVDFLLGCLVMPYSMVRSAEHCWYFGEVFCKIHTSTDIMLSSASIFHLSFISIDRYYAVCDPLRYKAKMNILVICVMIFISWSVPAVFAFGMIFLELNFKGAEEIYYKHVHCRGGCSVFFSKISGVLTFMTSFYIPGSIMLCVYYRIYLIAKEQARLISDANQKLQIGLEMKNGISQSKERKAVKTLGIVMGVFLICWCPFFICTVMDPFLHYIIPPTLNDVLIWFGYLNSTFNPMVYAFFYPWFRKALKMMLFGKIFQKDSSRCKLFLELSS
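Assay system: CHO-derived RD-HGA16 cells stably expressing human TAAR1 plus Gα16. Timing: 140 s kinetic read after compound, 140 s after agonist. Technique: kinetic Fluo-8 calcium fluorescence measurement. Measure: % inhibition of agonist calcium response.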
CHRM5 antagonist: antagonists of human muscarinic M5 receptor (CHRM5); P08912; CHO-hM5 cells, Fluo-8 calcium fluorescence, ACh EC80; inhibition, % at 3 µM; hit rate 0.59% among 360,000;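 active = inhibition above a per-plate cutoff, the mean of that plate's test compounds plus 3 SD, cut at about 27% in these data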;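 also: 0% = acetylcholine EC80 with DMSO and 100% = DMSO without agonist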
Target sequence (P08912 whole entry, looked up): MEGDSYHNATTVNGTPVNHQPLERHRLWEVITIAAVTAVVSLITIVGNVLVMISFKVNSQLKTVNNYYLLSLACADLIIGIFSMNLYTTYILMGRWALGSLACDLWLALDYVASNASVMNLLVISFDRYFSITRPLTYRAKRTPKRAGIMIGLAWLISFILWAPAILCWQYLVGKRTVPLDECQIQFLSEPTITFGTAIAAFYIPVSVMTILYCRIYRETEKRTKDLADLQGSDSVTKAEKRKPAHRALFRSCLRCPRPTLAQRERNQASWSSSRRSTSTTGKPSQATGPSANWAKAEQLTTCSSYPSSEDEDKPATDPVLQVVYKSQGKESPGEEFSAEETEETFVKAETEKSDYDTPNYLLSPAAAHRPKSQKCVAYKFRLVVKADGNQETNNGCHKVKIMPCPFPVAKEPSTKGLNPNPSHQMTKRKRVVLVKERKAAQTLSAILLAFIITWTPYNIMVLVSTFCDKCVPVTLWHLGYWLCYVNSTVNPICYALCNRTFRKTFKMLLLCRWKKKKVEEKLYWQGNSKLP
CRFR2-BP ag: agonists of human CRF-binding protein/CRF-R2 receptor complex; HEK293 CRF-R2/CRF-BP, calcium dye fluorescence (FLIPR); percent of saturating CRF peptide response; activation, % at 13.2 µM; hit rate 0.46% among 350,000; AID 588473;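 active = activation of at least 50%, plus an integration ratio under a set limit after plate pattern correction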;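 also: plate controls were neutral control wells without compound for no effect and CRF at EC100 for full effect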
CRFR2-BP antag: blocks CRF-induced signaling of the CRF-BP/CRF-R2 complex | HEK293 CRF-R2/CRF-BP, CRF-induced calcium fluorescence | inhibition, % at 11.8 µM | hit rate 0.59% among 350,000;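 active = inhibition of the ligand-induced calcium signal above about 50% at the single tested concentration, limit read from the data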
CHRM5 agonist: agonists of human muscarinic M5 receptor (CHRM5) | hit rate 0.19% among 360,000 | CHO-K1 hM5 cells, Fluo-8 calcium fluorescence; 0% DMSO wells, 100% maximal acetylcholine response | activation, % at 3 µM;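 active = activation above the run's mean over test compounds plus 3 SD, cut at about 23% in these data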;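 also: signal is peak over basal fluorescence ratio across the kinetic read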
TAAR1 ag: human TAAR1 agonism; hit rate 0.99% among 360,000; CHO RD-HGA16 TAAR1, Fluo-8 calcium fluorescence; vehicle wells 0%, saturating PEA agonist 100%; Q96RJ0; activation, % at 3 µM;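 active = activation above the mean activation of all test compounds in the run plus 3 SD, cut at about 38% in these data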
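Benchmarks: low control DMSO, high control PEA (EC100); System: CHO RD-HGA16 cells carrying human TAAR1 plus Gα16; Detection: Fluo-8 fluorescence, 5 s baseline then 140 s kinetic read; Schedule: 17-24 h plating, Fluo-8 75 min 37 °C, 30 min RT; Read-out basis: % activation from peak over basal fluorescence ratio, DMSO-to-PEA scaled.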
M4 PAM: CHRM4 positive allosteric modulation; P08173; CHO-K1 hM4/Gqi5, Fluo-8 calcium fluorescence, ACh EC20; 0% = ACh EC20, 100% = maximal ACh; activation, % at 3 µM; hit rate 0.4% among 360,000; AID 624126;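 active = activation above its plate's cutoff, the mean activation of sample wells plus 3 SD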; also: some results filed as inactive read as strong as hits
M5 PAM: potentiates acetylcholine response at human M5 receptor. activation, % at 3 µM. CHO-K1 hM5, Fluo-8 calcium, ACh EC20 PAM; 0% = ACh EC20, 100% = ACh EC100. AID 624038. hit rate 0.3% among 360,000;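 active = activation above the run cutoff, the mean activation of all test compounds plus 3 SD, cut at about 18% in these data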
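Assay system: CHO-K1 hM5 cells. Also added: acetylcholine at EC20 concentration, added after compound. Dosing: 3 µM, single dose. Times: compound preincubation 140 s before EC20 acetylcholine addition. Signal: Fluo-8 calcium fluorescence. Measure: % activation relative to EC20 and EC100 ACh responses. Repeats: singlicate, one well per test compound.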
* marks the source's active call; other numbers are inactive results.

Screening O=C(/C=C/c1cccc([N+](=O)[O-])c1)NCCc1ccc(F)cc1 returned M1 PAM parental 5, TAAR1 antagonist -4, CHRM5 antagonist 1, CRFR2-BP ag -1.4, CRFR2-BP antag 10, CHRM5 agonist 2, TAAR1 ag 3, M4 PAM -6 and M5 PAM 0.
Screening Cc1[nH]c2ccc(Br)cc2c(=O)c1CN1CCCCC1 returned M1 PAM parental 19, TAAR1 antagonist 1, CHRM5 antagonist -5, CRFR2-BP ag 0.7, CRFR2-BP antag 18, CHRM5 agonist 0, TAAR1 ag 9, M4 PAM 1 and M5 PAM 0.
O=C(C1=C(O)C(=O)N(CC2CCCO2)C1c1ccccc1)c1ccco1 (stereo not drawn) was read as M1 PAM parental 14, TAAR1 antagonist 7, CHRM5 antagonist 7, CRFR2-BP ag 0.3, CRFR2-BP antag 5, CHRM5 agonist -2, TAAR1 ag 0, M4 PAM 2 and M5 PAM -2.
Screening CN(C)S(=O)(=O)c1ccc2oc(SCC(N)=O)nc2c1 returned M1 PAM parental -7, TAAR1 antagonist -16, CHRM5 antagonist -4, CRFR2-BP ag 2.4, CRFR2-BP antag -31, CHRM5 agonist 3, TAAR1 ag 4, M4 PAM 7 and M5 PAM 2.
CC(C)Cc1cc(C(=O)Nc2cccnc2)no1 was read as M1 PAM parental 2, TAAR1 antagonist -25, CHRM5 antagonist -4, CRFR2-BP ag 2.2, CRFR2-BP antag 5, CHRM5 agonist 1, TAAR1 ag 0, M4 PAM -6 and M5 PAM -2.
`Cc1ccc(C(C)C)c(OCCN2CCc3ccccc3C2)c1` gave M1 PAM parental 30, TAAR1 antagonist -10, CHRM5 antagonist -2, CRFR2-BP ag -0.5, CRFR2-BP antag -18, CHRM5 agonist 1, TAAR1 ag 10, M4 PAM -3 and M5 PAM -2.
Screening c1cnc2cc(-c3ccsc3)ncc2c1 returned M1 PAM parental 12, TAAR1 antagonist 5, CHRM5 antagonist 1, CRFR2-BP ag -1.5, CRFR2-BP antag 9, CHRM5 agonist 1, TAAR1 ag 6, M4 PAM 15 and M5 PAM 4.
COCCCNCCCCOc1ccc(C)cc1[N+](=O)[O-] was read as M1 PAM parental -4, TAAR1 antagonist -10, CHRM5 antagonist 4, CRFR2-BP ag -0.9, CRFR2-BP antag -7, CHRM5 agonist -1, TAAR1 ag 1, M4 PAM 6 and M5 PAM -2.
`CN(C)CCCNC1=CC(=O)CC(c2ccccc2)C1` (stereo not drawn) gave M1 PAM parental -9, TAAR1 antagonist -25, CHRM5 antagonist 7, CRFR2-BP ag -0.6, CRFR2-BP antag 6, CHRM5 agonist -11, TAAR1 ag 2, M4 PAM -2 and M5 PAM 4.
`CN(C)c1ccc(C(=O)N2CCNC(=O)C2CC(=O)Nc2ccc(F)cc2)cc1` (stereo not drawn) gave M1 PAM parental 31, TAAR1 antagonist -8, CHRM5 antagonist 5, CRFR2-BP ag 9.7, CRFR2-BP antag -9, CHRM5 agonist -4, TAAR1 ag 0, M4 PAM 5 and M5 PAM 2.
`O=C(NNC(=S)Nc1cccc(C(F)(F)F)c1)c1ccncc1` gave M1 PAM parental 8, TAAR1 antagonist -5, CHRM5 antagonist -1, CRFR2-BP ag -2.2, CRFR2-BP antag 9, CHRM5 agonist 0, TAAR1 ag 1, M4 PAM 2 and M5 PAM 2.
O=C(CCCc1nc(-c2ccc(Cl)cc2)no1)Nc1cccnc1 was read as M1 PAM parental 8, TAAR1 antagonist 10, CHRM5 antagonist 9, CRFR2-BP ag 2.1, CRFR2-BP antag 1, CHRM5 agonist 6, TAAR1 ag 8, M4 PAM 2 and M5 PAM -11.
`CC(C)(C)OC(=O)N/N=C/c1c[nH]c2ccccc12` gave M1 PAM parental 20, TAAR1 antagonist 25, CHRM5 antagonist 1, CRFR2-BP ag 1.9, CRFR2-BP antag -5, CHRM5 agonist 3, TAAR1 ag 10, M4 PAM -1 and M5 PAM -5.
For Cc1cc(C)nc(Nc2ccccc2Cl)n1 the results were M1 PAM parental 9, TAAR1 antagonist -27, CHRM5 antagonist 19, CRFR2-BP ag 0.3, CRFR2-BP antag 4, CHRM5 agonist -1, TAAR1 ag 1, M4 PAM 6 and M5 PAM -3.
For COc1ccc(CC(=O)O/N=C(\N)c2cccc([N+](=O)[O-])c2)cc1 the results were M1 PAM parental -4, TAAR1 antagonist 19, CHRM5 antagonist -1, CRFR2-BP ag -3.2, CRFR2-BP antag 67*, CHRM5 agonist -5, TAAR1 ag -3, M4 PAM -8 and M5 PAM -2.
Screening COc1cc(C(c2sc3nc(C)nn3c2O)N2CC(C)OC(C)C2)cc(OC)c1OC (stereo not drawn) returned M1 PAM parental 16, TAAR1 antagonist -24, CHRM5 antagonist -1, CRFR2-BP ag -0.3, CRFR2-BP antag 14, CHRM5 agonist 2, TAAR1 ag 3, M4 PAM 3 and M5 PAM -3.
Screening Cc1c(C(=O)NCCc2ccccc2)oc2ccccc12 returned M1 PAM parental 21, TAAR1 antagonist 5, CHRM5 antagonist -3, CRFR2-BP ag -1.3, CRFR2-BP antag 50, CHRM5 agonist -4, TAAR1 ag -2, M4 PAM -2 and M5 PAM 4.
`COc1cccc(C2=NOC(C(=O)Nc3cc(C)nn3-c3ccccc3)C2)c1OC` (stereo not drawn) gave M1 PAM parental 6, TAAR1 antagonist -12, CHRM5 antagonist -3, CRFR2-BP ag -3.0, CRFR2-BP antag 27, CHRM5 agonist 3, TAAR1 ag 3, M4 PAM 6 and M5 PAM 2.
Cc1ccc2ccc(S(=O)(=O)n3nc(C)cc3C)cc2c1 was read as M1 PAM parental -4, TAAR1 antagonist 8, CHRM5 antagonist -1, CRFR2-BP ag -0.9, CRFR2-BP antag 13, CHRM5 agonist -6, TAAR1 ag 14, M4 PAM 2 and M5 PAM -15.
Cc1nn(-c2ccccc2)c(N)c1Sc1ccc([N+](=O)[O-])cc1 was read as M1 PAM parental 15, TAAR1 antagonist 10, CHRM5 antagonist 3, CRFR2-BP ag -0.6, CRFR2-BP antag 58*, CHRM5 agonist 2, TAAR1 ag 0, M4 PAM -7 and M5 PAM -13.
`COc1ccccc1OCC(=O)Nc1cc2c(cc1C(=O)O)OCCCO2` gave M1 PAM parental 0, TAAR1 antagonist 5, CHRM5 antagonist 22, CRFR2-BP ag 2.1, CRFR2-BP antag -2, CHRM5 agonist -4, TAAR1 ag 0, M4 PAM 0 and M5 PAM -7.
COc1ccccc1C(=O)CN1C(=O)NC2(CCCCCC2)C1=O was read as M1 PAM parental 13, TAAR1 antagonist -1, CHRM5 antagonist 4, CRFR2-BP ag 3.6, CRFR2-BP antag -29, CHRM5 agonist 2, TAAR1 ag 3, M4 PAM 3 and M5 PAM 12.
For CCN(CC)S(=O)(=O)c1cc(C(=O)Nc2cc(S(=O)(=O)N3CCOCC3)ccc2N2CCCC2)ccc1F the results were M1 PAM parental 14, TAAR1 antagonist -28, CHRM5 antagonist 1, CRFR2-BP ag -0.7, CRFR2-BP antag 13, CHRM5 agonist -1, TAAR1 ag -1, M4 PAM 6 and M5 PAM -1.
For COc1ccc(-c2c(-c3ccc(OC)c(C)c3O)n[nH]c2C)cc1 the results were M1 PAM parental 5, TAAR1 antagonist 19, CHRM5 antagonist -2, CRFR2-BP ag 0.1, CRFR2-BP antag -1, CHRM5 agonist 1, TAAR1 ag 2, M4 PAM -4 and M5 PAM -5.
For Cc1cc(C(=O)OCC(=O)NC(C)c2ccc(F)cc2)c(C)o1 (stereo not drawn) the results were M1 PAM parental 15, TAAR1 antagonist -1, CHRM5 antagonist 13, CRFR2-BP ag 1.9, CRFR2-BP antag -14, CHRM5 agonist 0, TAAR1 ag 15, M4 PAM 8 and M5 PAM -7.
`CCOc1ccc(NC(=O)C/C(C)=N/NC(=O)Cc2ccc(Cl)cc2)cc1` gave M1 PAM parental 13, TAAR1 antagonist -17, CHRM5 antagonist 1, CRFR2-BP ag 0.8, CRFR2-BP antag -8, CHRM5 agonist -3, TAAR1 ag 2, M4 PAM -1 and M5 PAM 0.
For Cc1noc(C)c1NC(=O)Nc1cccc2c1O[C@H](CN(C)S(C)(=O)=O)[C@@H](C)CN([C@H](C)CO)C2=O the results were M1 PAM parental 7, TAAR1 antagonist 3, CHRM5 antagonist 8, CRFR2-BP ag -2.1, CRFR2-BP antag 4, CHRM5 agonist 2, TAAR1 ag 2, M4 PAM -4 and M5 PAM -2.
For CCOc1ccc(C(=O)CCc2nc3ccccc3s2)cc1 the results were M1 PAM parental 27, TAAR1 antagonist -12, CHRM5 antagonist -7, CRFR2-BP ag 0.7, CRFR2-BP antag 12, CHRM5 agonist -7, TAAR1 ag 6, M4 PAM -3 and M5 PAM 1.
`CCCCN(C)Cc1cc(=O)oc2ccc3ccccc3c12` gave M1 PAM parental 20, TAAR1 antagonist -26, CHRM5 antagonist 0, CRFR2-BP ag -4.7, CRFR2-BP antag -4, CHRM5 agonist -6, TAAR1 ag 1, M4 PAM -1 and M5 PAM -1.
Screening CCOc1ccc2[nH]c(=O)c(C(c3nnnn3CCOC)N3CCOCC3)cc2c1 (stereo not drawn) returned M1 PAM parental 12, TAAR1 antagonist 7, CHRM5 antagonist -7, CRFR2-BP ag -0.7, CRFR2-BP antag -11, CHRM5 agonist -1, TAAR1 ag 0, M4 PAM 33* and M5 PAM 6.
For O=C(NC(=S)Nc1cccc(NC(=O)c2ccc(Cl)cc2Cl)c1)c1cccs1 the results were M1 PAM parental 7, TAAR1 antagonist 34, CHRM5 antagonist 2, CRFR2-BP ag 6.7, CRFR2-BP antag -40, CHRM5 agonist 2, TAAR1 ag 4, M4 PAM -11 and M5 PAM -3.
For O=C(/C(=C(/[O-])c1ccccc1)[n+]1ccccc1)c1ccc([N+](=O)[O-])cc1 the results were M1 PAM parental 22, TAAR1 antagonist -10, CHRM5 antagonist -2, CRFR2-BP ag 0.0, CRFR2-BP antag -6, CHRM5 agonist -3, TAAR1 ag 5, M4 PAM -4 and M5 PAM -2.
`CCc1ccc(S(=O)(=O)NCc2csc(-c3cccnc3)n2)s1` gave M1 PAM parental -1, TAAR1 antagonist 17, CHRM5 antagonist 2, CRFR2-BP ag 1.2, CRFR2-BP antag -40, CHRM5 agonist 4, TAAR1 ag 2, M4 PAM 0 and M5 PAM -5.
For C/C(=N\O)c1oc2ccc3c(C)cc(=O)oc3c2c1C the results were TAAR1 antagonist -12, CRFR2-BP ag 2.0, CRFR2-BP antag 4 and TAAR1 ag -1.
CCNc1nc(N)nc(Oc2ccc(OCCOc3ccc(Cl)cc3Cl)nn2)n1 was read as M1 PAM parental 17, TAAR1 antagonist 4, CHRM5 antagonist -6, CRFR2-BP ag -1.0, CRFR2-BP antag 3, CHRM5 agonist 2, TAAR1 ag 3, M4 PAM -10 and M5 PAM 4.
